DNMT1 inh – blocks human DNA methyltransferase DNMT1; DNMT1 molecular beacon, Hinp1I cleavage, fluorescence; inhibition (reported as % activation of signal), % at 10 µM; hit rate 0.83% among 360,000; AID 588458; in the data active = inhibition above about 50%
STEP block – blocks human striatal-enriched tyrosine phosphatase | P54829 | inhibition, % at 20 µM | recombinant STEP, OMFP fluorogenic substrate, fluorescence | hit rate 0.25% among 360,000 | AID 588621;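 active = inhibition at 20 µM, scaled per plate between control wells, above about 37%, limit read from the data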;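 also: 0% = DMSO with enzyme and substrate and 100% = substrate only without enzyme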
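Measure: Control-normalized % inhibition with plate pattern correction | Test system: STEP phosphatase, cell-free reaction | Medium: pH 6.0 Bis-Tris with DTT and Tween 20 | Technique: Fluorescence, 480/540 nm | Times: Reaction 20 min, ambient temperature | Doses: Single compound dose of 20 µM, 1% DMSO final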
NadD inh – blocks S. aureus nicotinate mononucleotide adenylyltransferase; purified NadD enzyme, colorimetric absorbance read-out; inhibition, % at 20 µM; hit rate 0.78% among 360,000; AID 602399; in the data active = inhibition above about 26%; also: some compounds past the cut are filed as inactive
CendR NRP1 mod – alters CendR peptide binding to human NRP-1; hit rate 0.85% among 360,000; inhibition, % at 25 µM; FAM-RPARPAR peptide binding to NRP-1, fluorescence polarization; O14786;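 active = inhibition or corrected inhibition above about 18%, plus a signal ratio from 0.5 to 1.5, limit read from the data, passing the limit was not always enough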; also: strong numbers were not always called active
Scp1 inh – blocks human Scp-1 phosphatase activity; Q9GZU7; Recombinant Scp1, phosphopeptide, malachite green phosphate absorbance; inhibition, % at 20 µM; hit rate 0.88% among 340,000; AID 493091;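 active = inhibition above about 50% at 20 µM, limit read from the data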;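 also: plate controls were DMSO wells with enzyme for no effect and wells lacking enzyme for full effect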
Target sequence (Q9GZU7 76-261 limits assumed): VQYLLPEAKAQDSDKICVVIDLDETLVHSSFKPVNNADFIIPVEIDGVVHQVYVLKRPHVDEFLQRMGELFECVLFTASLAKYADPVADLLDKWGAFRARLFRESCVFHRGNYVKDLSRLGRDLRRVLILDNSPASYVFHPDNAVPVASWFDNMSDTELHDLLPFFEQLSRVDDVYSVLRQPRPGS
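Times: enzyme reaction 45 min at room temperature, colour 5 min, stabilisation 30 min. Material: SCP-1 catalytic fragment, aa 76-261. Medium: Acidic Tris acetate buffer with magnesium and detergent. Signal: colorimetric free-phosphate detection, absorbance 630 nm. Read-out basis: % inhibition of SCP-1 phosphate liberation. Reagent: Phosphorylated 17-residue peptide substrate.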
Rpn11 block – blocks the human proteasome subunit Rpn11 | hit rate 0.59% among 360,000 | human 26S proteasome, Ub4-pepOG fluorescence polarization; 20S core pre-blocked with epoxomicin | O00487 | AID 588493 | calls only at 20 µM;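 active = inhibition at 20 µM, scaled to each plate's controls, above about 33%, limit read from the data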
Target sequence (O00487 whole entry, looked up): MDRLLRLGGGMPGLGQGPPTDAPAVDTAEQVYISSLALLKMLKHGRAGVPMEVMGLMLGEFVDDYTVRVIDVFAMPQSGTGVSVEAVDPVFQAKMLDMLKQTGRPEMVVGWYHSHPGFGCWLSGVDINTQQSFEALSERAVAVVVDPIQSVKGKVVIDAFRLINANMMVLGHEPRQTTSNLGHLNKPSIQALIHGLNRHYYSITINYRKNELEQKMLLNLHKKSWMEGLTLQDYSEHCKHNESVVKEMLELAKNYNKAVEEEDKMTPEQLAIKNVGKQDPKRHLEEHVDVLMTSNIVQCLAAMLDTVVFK
MT1-MMP act inh – MT1-MMP (human) activation inhibition; P50281; HT1080 RFP-PRO-GFP cells, GFP/RFP ratio fluorescence, overnight; percent of plate control window, DMSO zero; GFP/RFP ratio change, % at 20 µM; hit rate 0.061% among 360,000; AID 651647;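 active = GFP/RFP ratio change of at least 30% with cell ATP level not reduced by more than half and red fluorescence within 50% of control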; also: strong numbers were not always called active
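Assay system: HT1080 RFP-PRO-GFP cells | Dosing: 20 µM single dose, 1% DMSO | Incubation: Cells overnight before dosing, compound overnight, 37 °C, 5% CO2 | Evaluation: GFP/RFP fluorescence ratio | Control set: DMSO-only wells and HT1080 RFP-L50D-GFP cell wells as references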
SUMO1-SIM PPI – alters human SUMO1 binding to SIM partners; hit rate 0.33% among 360,000; inhibition, % at 20 µM; SUMO1 binding to a labelled peptide, TR-FRET, 1 h; AID 602429; in the data active = inhibition above about 37%
Target sequence (P63165 whole entry, looked up): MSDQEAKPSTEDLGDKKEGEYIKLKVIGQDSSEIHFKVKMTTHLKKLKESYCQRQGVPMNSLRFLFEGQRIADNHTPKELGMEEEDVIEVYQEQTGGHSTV
SKN-1 inh – blocks SKN-1 activity in C. elegans; hit rate 0.49% among 360,000; AID 624304; C. elegans VP596 Pgst-4::GFP/RFP ratio, acrylamide-induced, 24 h; inhibition, % at 21.8 µM;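 active = interference check ratio from 0.5 to 1.5 plus GFP to RFP signal ratio inhibition reaching or exceeding a fixed threshold, cut at about 30% in these data, passing the limit was not always enough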; also: some compounds called inactive have numbers as strong as hits
LMPTP block – blocks human LMPTP phosphatase. recombinant LMPTP-A, OMFP fluorogenic substrate, fluorescence intensity. inhibition, % at 20 µM. P24666. hit rate 0.22% among 360,000. AID 651560;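 active = compounds that cut the enzyme signal by at least half of the control window in the single-dose screen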;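 also: plate controls were DMSO wells with enzyme plus substrate for no effect and substrate without enzyme for full effect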
Target sequence (P24666 whole entry, looked up): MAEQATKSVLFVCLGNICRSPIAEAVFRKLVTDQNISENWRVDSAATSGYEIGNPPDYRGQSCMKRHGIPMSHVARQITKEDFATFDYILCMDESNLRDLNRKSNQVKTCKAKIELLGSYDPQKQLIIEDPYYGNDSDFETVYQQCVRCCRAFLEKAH
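Assay system: LMPTP-A enzyme. Input: 0.625 nM LMPTP-A final. Probe or stimulus: 400 µM OMFP. Compound dosing: single 20 µM dose. Schedule: 50 min dark incubation at room temperature. Detection: fluorescence intensity of OMFP turnover product. Read-out: percent inhibition versus substrate-only and uninhibited controls. Benchmarks: no-enzyme low control, uninhibited high control.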
* marks the source's active call; other numbers are inactive results; i = inactive; x = no result given; + = active, no number.

Every second line gives: DNMT1 inh, STEP block, NadD inh, CendR NRP1 mod, Scp1 inh, Rpn11 block, MT1-MMP act inh, SUMO1-SIM PPI, SKN-1 inh, LMPTP block
CC(C)CCN(C)c1ccc(/C=N/n2cnnc2)cc1
→ -5, -1, -3, 13, -3, i, 7, -11, -6, -1.8
CCC(C)Oc1cccc(OCCCCN2C(=O)NC(C)(C)C2=O)c1 (configuration not stated)
→ 3, -2, -3, 4, -6, i, 1, -11, 5, -0.6
CC(=O)Nc1ccc(S(=O)(=O)NC(C)C(=O)OCCOc2ccc(F)cc2)cc1 (configuration not stated)
→ 3, 0, 1, 15, -8, i, -3, 0, -10, -0.7
Oc1ccc(C[C@@H]2CNCCN2CCc2cc(C(F)(F)F)cc(C(F)(F)F)c2)cc1
→ -2, 0, -4, -7, 6, i, -7, -20, -7, -3.8
Cc1ccc(C)c(N2CCN(C(=O)CCC(=O)N3CCOc4ccc(Cl)cc43)CC2)c1
→ -6, 2, -4, 1, -7, i, -2, 2, 12, 4.1
CN1C(=O)/C(=C\C(=O)c2cccs2)c2ccccc21
→ 1, -1, -3, 1, -10, i, -6, 0, 6, -2.3
Nc1ccc(C(=O)Nc2nccs2)cc1
→ 2, -3, -3, -4, 2, i, -2, 1, -7, -2.6
O=C(COc1coc(CN2CCN(c3ccccc3)CC2)cc1=O)Nc1ccccc1F
→ 6, 0, -2, -3, 15, i, 5, 0, 11, -1.2
Cc1c(C(=O)NCc2ccccc2C(F)(F)F)sc(=O)n1Cc1ccc2ccccc2c1
→ -20, 0, -3, -14, x, i, 7, 2, 5, 4.3
COc1cc(/C=N/NC(=O)c2cc(C)n(-c3ccc(F)cc3)c2C)cc(OC)c1O
→ -9, 0, 12, -8, -12, i, 1, -1, 4, -0.1
CCOC(=O)C(=CNNc1ccccc1)C(=O)OCC
→ 0, 0, -1, 7, 18, i, -1, 4, 4, -0.2
CC/C(=N\NC(=O)c1cc(C2CC2)[nH]n1)c1ccccc1
→ -2, -1, -7, 8, -7, i, 0, -5, 2, 1.2
CS(=O)c1ccccc1-c1nc(-c2cccc(Cl)c2)no1 (configuration not stated)
→ 5, -1, -4, 0, -10, i, 4, 3, 29, 0.1
COc1cccc(N2CCN(Cc3nnnn3C3CCCCC3)CC2)c1
→ -3, -1, 2, 5, 7, i, -4, 4, 8, 0.9
COc1ccc(NC(=S)N2CCC(c3nc4ccccc4[nH]3)CC2)c(OC)c1
→ -5, 1, 6, -4, 0, i, 0, -1, -6, 0.0
CC1CCCN(C(=O)CN2C(=O)C(C)Oc3ccccc32)C1 (configuration not stated)
→ 1, 0, -7, 6, -5, i, -3, 3, 15, -1.3
CC(C)OCCCNC(=O)CCCC(=O)Nc1ccc(OCCc2ccccc2)cc1
→ -1, -2, -2, -1, -1, i, 6, 7, 9, 0.5
CCCn1c(SCC(=O)c2c(N)n(C3CC3)c(=O)[nH]c2=O)nc2cc(S(N)(=O)=O)ccc21
→ 0, 0, 2, -7, -1, i, 3, 0, 10, 0.7
CC(=O)Nc1ccc(S(=O)(=O)NCCSCc2c(Cl)cccc2Cl)cc1
→ -5, -2, -7, -9, -9, i, 8, 0, -4, 1.6
COc1cc(NC(=O)c2cc(CC(C)C)on2)c(OC)cc1Cl
→ 5, 4, -4, -2, -11, i, 2, -1, 2, 2.8

The last four entries of the section above lead into the next.
Every second line gives: DNMT1 inh, STEP block, NadD inh, CendR NRP1 mod, Scp1 inh, Rpn11 block, MT1-MMP act inh, SUMO1-SIM PPI, SKN-1 inh, LMPTP block
CC(C)OCCCNC(=O)CCCC(=O)Nc1ccc(OCCc2ccccc2)cc1
→ -1, -2, -2, -1, -1, i, 6, 7, 9, 0.5
CCCn1c(SCC(=O)c2c(N)n(C3CC3)c(=O)[nH]c2=O)nc2cc(S(N)(=O)=O)ccc21
→ 0, 0, 2, -7, -1, i, 3, 0, 10, 0.7
CC(=O)Nc1ccc(S(=O)(=O)NCCSCc2c(Cl)cccc2Cl)cc1
→ -5, -2, -7, -9, -9, i, 8, 0, -4, 1.6
COc1cc(NC(=O)c2cc(CC(C)C)on2)c(OC)cc1Cl
→ 5, 4, -4, -2, -11, i, 2, -1, 2, 2.8
COCCNC(=O)CCCn1c(=O)c2cc(OC)c(OC)cc2n(CC(=O)Nc2ccc(C)c(F)c2)c1=O
→ 0, -3, -4, -1, -6, i, 1, -2, -19, 0.2
NC(=O)NC(=O)COC(=O)[C@H](Cc1ccccc1)NC(=O)c1cccs1
→ 1, 2, -2, -3, -5, i, 4, 0, -3, -0.5
Cc1ccc(C)c(-c2nc3ccc(N)cc3[nH]2)c1
→ -8, 0, 7, 0, -8, i, 15, 1, 5, -1.1
O=C(NCCc1nc(-c2ccc(F)cc2)no1)c1ccc(F)cc1
→ 2, -4, -3, -12, -6, i, 1, -4, 17, -0.7
Cc1ccc(-c2n[nH]c3c2C(c2ccccc2)N(c2ccc(C(=O)O)cc2)C3=O)cc1 (configuration not stated)
→ 0, 3, 0, -20, 1, i, 1, 7, 0, -0.4
O=C(NCCC(=O)N1CCN(c2ncccn2)CC1)c1ccccc1
→ 0, 14, 3, -7, -7, i, 8, 5, 11, -0.8
CC(/C=C(\NC(=O)c1ccccc1)C(=O)N=Nc1c(O)[nH]c2ccc(C)cc12)=C\c1ccccc1
→ 24, 4, 39*, -9, 5, i, -2, -5, 7, 2.3
CCOc1ccccc1C(=O)NC(C)CCc1ccccc1 (configuration not stated)
→ 0, 4, -6, -19, -15, i, 2, -1, -5, 0.8
COc1cccc(C(=O)NCC(=O)N/N=C/c2ccc(OC(=O)c3cccs3)c(OC)c2)c1
→ -13, -1, 8, -5, -7, i, 6, -10, 12, -0.6
CCOC(=O)CSC1=C(C#N)C(c2ccc(C)cc2)C2=C(CCCC2=O)N1 (configuration not stated)
→ -3, 4, -6, -1, 0, i, 12, -2, -6, -1.3
c1coc(-c2nn3c(-c4ccco4)nnc3s2)c1
→ 34, -8, -3, -5, 42, i, 2, 9, -6, -0.3
COc1ccc(C2CC(c3ccccc3)=NN2c2ccc(N)cc2)cc1 (configuration not stated)
→ -19, 2, 6, -56, 6, +, 9, -9, 8, 3.9
N#C/C(=C\c1ccc[nH]1)Sc1nc2ccccc2s1
→ -10, 2, -7, 9, -15, i, -1, -13, -9, 1.2
COc1cc(C(=O)NC(=S)Nc2ccc3[nH]c(=O)[nH]c3c2)cc(OC)c1OC
→ -3, 1, -3, 8, -5, i, 7, 10, 3, 2.3
CNC(=O)OCN1C(=O)C2CC=CCC2C1=O (configuration not stated)
→ 2, 0, 2, 0, 5, i, 3, 1, 9, -3.4
O=C(NCc1ccc2c(c1)OCO2)C(=O)NCC1OCCCN1S(=O)(=O)c1ccc(F)cc1 (configuration not stated)
→ 0, 0, -4, 1, -8, i, -4, 14, 20, 0.1
Cc1oc(/N=C/c2cccc3ccccc23)c(C#N)c1C
→ 41, 2, 1, 1, 65*, i, -9, -5, -2, 0.6
COc1ccc(Nc2nc3[nH]c(=O)cc(O)c3s2)cc1
→ -16, 4, 24, -9, -11, i, 2, 11, 4, 3.4
CCOC(=O)c1[nH]c2ccc(F)cc2c1NC(=O)c1cc(OC)c(OC)c(OC)c1
→ -5, 9, -1, -7, -17, i, 17, -6, -6, 0.4
O=C(NNC(=O)c1cc2ccccc2oc1=O)c1ccccc1[N+](=O)[O-]
→ 1, 1, 2, 0, -7, i, -2, -38, 2, 0.0
Cc1ccc(NC(=O)CCNS(=O)(=O)c2ccc3[nH]c(=O)oc3c2)cc1C
→ 1, 1, -5, 5, 5, i, 7, 4, 0, -1.9
Cc1ccc(C(=O)Cc2ccccc2)c(O)c1
→ 0, 2, -2, 3, -10, i, -3, 3, 1, -0.5
Cc1cc2cc(CNC(=O)C(C)Oc3ccccc3)ccc2n1C (configuration not stated)
→ -7, 0, 2, 7, -16, i, 50, -22, 55, 3.8
CCNC(=O)NC(=O)C(C)Sc1ncc(C(F)(F)F)cc1Cl (configuration not stated)
→ 8, 3, -4, 10, -2, i, 3, -1, 6, 0.3
CC(C)CN(CC(C)C)S(=O)(=O)N1CCC(C(=O)N2CCc3ccccc3C2)CC1
→ -7, 0, -5, 3, -1, i, -1, 1, 8, -1.4
Cc1ccc(OCC(O)CNC2CCCC2)cc1C (configuration not stated)
→ 3, -2, -10, 7, -5, i, 4, 1, 17, -2.3
CN(Cc1ccccc1)C(=O)c1ccccc1-c1ccccc1
→ 1, -1, -4, -3, -6, i, -1, -1, -1, 0.2
Cc1cc(C(=O)COC(=O)Cn2c(C(F)(F)F)nc3ccccc32)c(C)n1Cc1ccco1
→ -3, 1, -7, 20*, -4, i, 0, 3, 3, 0.3
O=C(CNC(=O)c1ccc(Br)cc1)N/N=C/c1cccnc1
→ 1, 0, -5, 16, 5, i, 5, -11, -15, -1.6

4 of the compounds above, field by field:
SMILES: COc1cc(NC(=O)c2cc(CC(C)C)on2)c(OC)cc1Cl
  DNMT1 inh = 5
  STEP block = 4
  NadD inh = -4
  CendR NRP1 mod = -2
  Scp1 inh = -11
  Rpn11 block = i
  MT1-MMP act inh = 2
  SUMO1-SIM PPI = -1
  SKN-1 inh = 2
  LMPTP block = 2.8
SMILES: Cc1ccc(C)c(N2CCN(C(=O)CCC(=O)N3CCOc4ccc(Cl)cc43)CC2)c1
  DNMT1 inh = -6
  STEP block = 2
  NadD inh = -4
  CendR NRP1 mod = 1
  Scp1 inh = -7
  Rpn11 block = i
  MT1-MMP act inh = -2
  SUMO1-SIM PPI = 2
  SKN-1 inh = 12
  LMPTP block = 4.1
SMILES: Cc1c(C(=O)NCc2ccccc2C(F)(F)F)sc(=O)n1Cc1ccc2ccccc2c1
  DNMT1 inh = -20
  STEP block = 0
  NadD inh = -3
  CendR NRP1 mod = -14
  Scp1 inh = x
  Rpn11 block = i
  MT1-MMP act inh = 7
  SUMO1-SIM PPI = 2
  SKN-1 inh = 5
  LMPTP block = 4.3
SMILES: O=C(NCc1ccc2c(c1)OCO2)C(=O)NCC1OCCCN1S(=O)(=O)c1ccc(F)cc1 (configuration not stated)
  DNMT1 inh = 0
  STEP block = 0
  NadD inh = -4
  CendR NRP1 mod = 1
  Scp1 inh = -8
  Rpn11 block = i
  MT1-MMP act inh = -4
  SUMO1-SIM PPI = 14
  SKN-1 inh = 20
  LMPTP block = 0.1

Screening results (PubChem BioAssay)
